# sdo1 growth = growth rescue of sdo1-depleted yeast, primary screen, S. cerevisiae, bone marrow failure model; AID 817, 2007; z-score at 10 µM; S. cerevisiae sdo1-depleted JHY4D growth rescue, OD600 30 h; hits give high values; pdr5 snq2 efflux-pump mutant strain; 140,000 compounds, 0.21% hits;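 active = z-score above 3 at both the 24 hr and the 30 hr optical density reads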;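 note: z-score against mean and SD of all compound wells on the same plate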
# INS promoter inh = inhibitors of insulin promoter-driven GFP, primary screen, imaging, TRM-6 cells (human fetal islet line), eGFP reporter, cell count; 130,000 compounds, 0.9% hits; inhibition, % at 2 µM; reporter expression induced with tamoxifen;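 active = inhibition above the mean plus 3 SD, with well images judged a real hit on visual review, cut at about 60% in these data, passing the limit was not always enough; inconclusive = inhibition over the cutoff but images rejected on review; inactive = inhibition not above the cutoff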
# sdo1 growth Rescue 24 h = further read-out of sdo1 growth, marked with its call; z-score; S. cerevisiae sdo1-depleted JHY4D growth rescue, OD600; measured here: growth rescue at 24 h;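 0 is the plate mean of compound wells and units are plate SD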
# Active calls of the source: *; u = inconclusive; x = no result given; & = joins results of further samples.
# Value order: sdo1 growth | sdo1 growth Rescue 24 h | INS promoter inh
> CCOC(=O)c1c(C)[nH]c(=S)c(C#N)c1-c1ccccc1
 : 0.42 | -0.79 | 0
> Cn1cc(CN2CCN(c3ccccc3)CC2)c2ccccc21
 : 1.1 | 0.6 | x
> O=C(CNC(=O)c1ccc2c(c1)OCO2)N/N=C(Br)/C=C/c1ccccc1
 : -1.2 | -1.1 | x
> CCOC(=O)c1c(CN2CCN(C)CC2)n(C)c2cc(Br)c(OC)cc12
 : -0.71 | -0.81 | -81
> Cc1ccc(N2C(=O)c3ccccc3C2O)nc1 (configuration not stated)
 : 0.04 | -0.85 | x
> CC1/C(=C\c2ccc(Cl)cc2)C(=O)C2CC1C2(C)C (configuration not stated)
 : 0.22 | 0.11 | 32
> COc1ccc(OC)c(Cc2nnc(CCC(=O)N3CCC(N4CCCCC4)CC3)o2)c1
 : x | x | -77
> CCOC(=O)c1sc(=S)n(C)c1NC(=O)c1ccccc1C
 : -0.81 | -0.99 | 48
> CCn1nccc1C(=O)Nc1ccc(Cl)c(Cl)c1
 : -1.1 | -0.35 | 56
> COCCn1c(C)cc(C(=O)CSc2nnc3ccccn23)c1C
 : -0.3 | 0.59 | x
> COc1cc2[nH]c(=S)n(N(C(C)=O)C(C)=O)c(=O)c2cc1OC
 : -0.25 | -0.74 | 25
> O=C(NCc1ccccc1F)C1CCCN1C(=O)NC1CCCCC1 (configuration not stated)
 : 0.94 | 0.4 | 3
> Cc1cc(NC(=O)C2CCCN2C(=O)Nc2cccc(Cl)c2)ccc1-n1cnnn1 (configuration not stated)
 : x | x | 7
> N#Cc1ccc(-c2csc(NC3=NCCCCC3)n2)cc1
 : -0.15 | 0.45 | 17
> CCCNS(=O)(=O)c1ccc(CCC(=O)N2CCC(C)CC2)cc1
 : 0.26 | -0.17 | -13
> C/C(=N\NC(=O)c1ccc(C)cc1C)c1ccc2c(c1)OCO2
 : 0.49 | 0.11 | 28
> COc1ccc(OC)c(N2Cc3ccccc3C2)c1
 : -0.12 | 0.08 | -39
> COc1ccccc1CNC(=O)C1CCCN1S(=O)(=O)c1cccc2cccnc12 (configuration not stated)
 : -0.15 | -1 | x
> O=C(O)COc1ccc(/C=N/n2c(COc3ccccc3)nc3ccccc3c2=O)cc1
 : 1.1 | 1.1 | x
> O=[N+]([O-])c1ccc(O)c(/C=N/Nc2nc3ccccc3[nH]2)c1
 : 0.09 | -0.81 | 17
> CN(c1ccc(OCC(=O)OCC(=O)Nc2ccccc2)cc1)S(=O)(=O)c1ccc(F)cc1
 : -0.89 | -1.7 | 6
> NC(=O)C1(NC(=O)[C@@H]2CC3(CC(c4cccc(NC(=O)[C@@H]5CCC(=O)N5)c4)=NO3)CN2C(=O)c2cnccn2)CC1 (some centres not stated)
 : 2.4 | 1.1 | x
> CC1C(=O)NN=C1C(=O)N/N=C\c1ccc(O)cc1O (configuration not stated)
 : 1.3 | 1.4 | x
> COc1ccc(C(=O)NCC(=O)OCC(=O)NC2CCCC2)cc1
 : x | x | 0
> O=C(Cn1[nH]c(=O)c2ccccc2c1=O)Nc1ccc2c(c1)CCC2
 : 0.35 | 0.76 | -7
> O=C(CN=C1NS(=O)(=O)c2ccccc21)OCC(=O)c1cc(F)ccc1F
 : x | x | 64
> Cc1ccc(/C=C2\SC(=S)N(CCCC(=O)Nc3nccs3)C2=O)cc1
 : 0.19 | 0.96 | x
> C=CCNC(=S)N/N=C/c1ccc(C)c([N+](=O)[O-])c1
 : -1.9 | -0.66 | 50
> O=C(O)COc1ccc2occ(C(=O)c3ccccc3)c2c1
 : 0.12 | -0.26 | -3
> COc1cc(OC)c(C2SCCCS2)cc1OC
 : 0.85 | 0.31 | 0
> Cc1ccc(-n2nc3c([n+]2[O-])CCc2c-3no[n+]2[O-])cc1
 : 0.53 | 0.9 | 4
> CCCCSCCCNC(=O)Nc1ccc(C)c(C)c1
 : x | x | -14
> COc1cc(/C=C(\C#N)c2nc3ccccc3[nH]2)ccc1Oc1ccc([N+](=O)[O-])cn1
 : -0.47 | -0.31 | 4
> CCC(=O)Nc1ccc(S(=O)(=O)N2CCc3ccccc3C2)cc1
 : 0.21 | 0.8 | x
> FC(F)(F)c1nc2ccccc2n2c(-c3ccc(Cl)cc3Cl)nnc12
 : -0.25 | -1.1 | -32
> COc1ccc(N(CC(=O)Nc2cccc(SC)c2)S(C)(=O)=O)cc1
 : -0.64 | -0.56 | -44
> Cc1cc(Cl)c(OCCCCNC(C)(C)C)c(Br)c1
 : -0.37 | -0.96 | -11
> Cc1nc2ccccc2c2nc3ccccc3n12
 : -1.7 | -1.5 | -9
> O=C(Nc1ccc(F)cc1)N1CCN(C/C=C/c2ccccc2)CC1
 : -0.53 | -1.2 | 33
> COc1cc(OC)cc(-c2nc3cc(C)ccc3o2)c1
 : -1.5 | -1.1 | 62
> Cc1cccc(C(=O)O)c1NC(=O)c1ccc(F)cc1
 : -0.07 | -0.22 | 44
> Nc1ccc2c(c1)CCC2=O
 : x | x | -49
> Cc1cc2c(ncn2Cc2ccccc2)c([N+](=O)[O-])c1C
 : -0.93 | -0.46 | x
> Cc1ccc(OCC(=O)Nc2cccc3nsnc23)c(C)c1
 : 0.91 | 1.4 | 0
> CC1Cc2ccccc2N1CC(=O)Nc1ccc(N2CCOCC2)cc1 (configuration not stated)
 : x | x | 64
> COC(=O)c1ccc(CNC(=O)CSc2nc3sc(C)c(C)c3c(=O)n2C)o1
 : -0.26 | -0.98 | 20
> CCC(C(=O)OC)n1cnc2c(nnn2-c2cccc(Cl)c2)c1=O (configuration not stated)
 : 0.44 | 0.52 | x
> COc1ccc(C2C3=C(CCCC3=O)Nc3nc(-c4cc(OC)c(OC)c(OC)c4)nn32)cc1OC (configuration not stated)
 : -0.09 | 0.06 | 9
> CN1CCC(OC(=O)COc2ccc(C(C)(C)C)cc2)CC1
 : 0.57 | 0.8 | -71
> CC1=C(C(=O)Nc2ccccc2C)C(c2cccs2)NC(=S)N1 (configuration not stated)
 : 0.06 | 0.07 | -4

# Following part:
# Value order: sdo1 growth | sdo1 growth Rescue 24 h | INS promoter inh
> CCc1ccccc1NC1=NCC(=O)N1Cc1ccccc1
 : 1.2 | 5.6 | x
> COc1cc(C)c(NC(=S)Nc2ccc(C)c(Cl)c2)cc1OC
 : -0.39 | -0.3 | 0
> COC(=O)c1ccc(-c2ccc(C(c3c(C)[nH][nH]c3=O)c3c(C)[nH][nH]c3=O)o2)cc1
 : x | x | 0
> N#Cc1c2n(c3c(=O)n(Cc4ccc(Cl)cc4)cnc13)CCCCC2
 : -2.6 | -2.3 | x
> O=C(COC(=O)c1cccs1)NCCN1C(=O)CSC1=O
 : 0.08 | -0.26 | x
> Cc1ccccc1-n1c(SCC(=O)NC(N)=O)nc2sc(-c3ccccc3)cc2c1=O
 : -0.03 | -0.4 | 33
> Cc1ccc(NC(=O)C(c2ccccc2)N(C)C)cc1Cl (configuration not stated)
 : x | x | 50
> COc1ccccc1N1CCN(C(=O)C2CCN(S(=O)(=O)c3ccccc3)CC2)CC1
 : -0.37 | -0.48 | x
> COc1ccccc1OCCn1c(=O)n(C)c2ccccc21
 : x | x | 0
> Cc1ccc(S(=O)(=O)N(C)CCCC(=O)Nc2ccc(F)cc2)cc1
 : x | x | -118

# Next part, starting with the last three of the part before.
# Value order: sdo1 growth | sdo1 growth Rescue 24 h | INS promoter inh
> COc1ccccc1N1CCN(C(=O)C2CCN(S(=O)(=O)c3ccccc3)CC2)CC1
 : -0.37 | -0.48 | x
> COc1ccccc1OCCn1c(=O)n(C)c2ccccc21
 : x | x | 0
> Cc1ccc(S(=O)(=O)N(C)CCCC(=O)Nc2ccc(F)cc2)cc1
 : x | x | -118
> O=C(NC(C(=O)N1CCCC1C(=O)O)=C1CCCCC1)c1ccccc1 (configuration not stated)
 : 1.8 | 1.7 | 4
> Cc1ccc2[nH]c(=O)c(CNC(C)(C)C)cc2c1
 : -0.08 | -0.44 | 14
> Cc1nn2c(NCCCN(C)C)c3c(nc2c1-c1ccccc1)CCC3
 : -0.22 | 0.18 | 25
> CCCCN(C(=O)c1cccc2c(=O)c(C)c(-c3ccccc3)oc12)c1ccccc1
 : -0.87 | -0.15 | -45
> CS(=O)(=O)N1CCN(c2ccccc2NC(=O)CSc2ccc(Cl)cc2)CC1
 : 0.31 | 0.96 | x
> COc1ccccc1NCC(=O)NNC(C)C(=O)Nc1cccc(Cl)c1 (configuration not stated)
 : x | x | -11
> CCC(C)C(=O)Nc1nc(C)c(-c2csc(Nc3cc(Cl)ccc3OC)n2)s1 (configuration not stated)
 : -1.4 | -1.3 | -24
> Cn1cnnc1SCc1cccc(Br)c1
 : 0.29 | -0.42 | 0
> CC(C)CN(Cc1c(O)ccc2c3c(c(=O)oc12)CCC3)CC(C)C
 : -0.25 | 1.6 | -50
> O=C(OCCNc1ncc(C(F)(F)F)cc1Cl)c1ccc(S(=O)(=O)N2CCOCC2)cc1
 : -0.1 | 0.44 | 45
> CCOc1ccccc1NC(=O)CN(c1cc(C)cc(C)c1)S(=O)(=O)c1c(C)noc1C
 : -1.2 | -0.74 | x
> CC(=O)OC[C@H]1O[C@@H](n2ccc(=O)[nH]c2=S)C(OC(C)=O)C1OC(C)=O (some centres not stated)
 : 0.44 | 0.18 | 64
> COc1ccc(CC2(CO)CCN(S(=O)(=O)N(C)C)CC2)cc1
 : x | x | 35
> CCCC(=O)NC(=S)Nc1cccc(NC(=O)c2ccccc2Cl)c1
 : -1 | -1.2 | -6
> COc1cc(OC)cc(C(=O)NCC(=O)OCC(=O)NC(C)(C)C)c1
 : 1.3 | 0.67 | x
> COc1ccccc1N1C(=O)C2C(c3ccccc3F)NN(C(=O)c3ccc(C)cc3)C2C1=O (configuration not stated)
 : -0.09 | -0.78 | 52
> CCCn1c(SCC(=O)N2c3ccccc3Sc3ccccc32)nc2ccccc21
 : 0.16 | 0.94 | 27
> O=[N+]([O-])c1cccc(-c2cn3ccccc3n2)c1
 : x | x | 60
> O=C(NCc1ccco1)Nc1ccccc1Cl
 : -0.03 | -0.68 | 42
> COc1ccc(N2C(=O)CSC(c3ccccc3)C2=O)cc1 (configuration not stated)
 : x | x | 10
> COC(=O)c1ccc(C(=O)NC(=S)Nc2ccc3nc(SC)sc3c2)cc1
 : -0.96 | -0.51 | x
> COc1ccc(N(CC(=O)NCCc2ccc(Cl)cc2)S(=O)(=O)c2c(C)[nH]c(=O)[nH]c2=O)cc1
 : x | x | -43
> CC(C(=O)Nc1cccnc1)N1C(=O)c2ccccc2C1=O (configuration not stated)
 : 4.1* | 4.2* | x
> COc1ccc(OC)c(C2C3=C(CC(C)(C)CC3=O)Nc3nnnn32)c1 (configuration not stated)
 : 0.54 | 0.13 | 67
> CCOc1ccc(C=Nc2cccc3ncccc23)cc1
 : x | x | 18
> Cc1cc(O)c(C(=O)Cc2csc(C)n2)c(O)c1
 : x | x | -18
> COCCn1cc(C(=O)NCCCN2CCC(C)CC2)c2c3ccccc3n(C)c2c1=O
 : 1.2 | 0.26 | 17
> CCCOc1ccccc1C(=O)N(Cc1cccs1)C1CCS(=O)(=O)C1 (configuration not stated)
 : -0.79 | -1.6 | -86
> S=C(NCCSCc1c(Cl)cccc1Cl)Nc1ccccc1
 : -1.9 | -0.79 | 27
> O=C(CCN1C(=O)c2ccccc2C1=O)Nc1ccccc1C(=O)N1CCOCC1
 : 0.26 | 0.08 | -150

# Molecules shown so far containing a tert-butyl group, in the order listed:
# Value order: sdo1 growth | sdo1 growth Rescue 24 h | INS promoter inh
> Cc1cc(Cl)c(OCCCCNC(C)(C)C)c(Br)c1
 : -0.37 | -0.96 | -11
> CN1CCC(OC(=O)COc2ccc(C(C)(C)C)cc2)CC1
 : 0.57 | 0.8 | -71
> Cc1ccc2[nH]c(=O)c(CNC(C)(C)C)cc2c1
 : -0.08 | -0.44 | 14
> COc1cc(OC)cc(C(=O)NCC(=O)OCC(=O)NC(C)(C)C)c1
 : 1.3 | 0.67 | x

# More structures follow:
# Value order: sdo1 growth | sdo1 growth Rescue 24 h | INS promoter inh
> Cc1nc(SC2CC(=O)N(c3ccc([N+](=O)[O-])cc3)C2=O)nc2c1CCCC2 (configuration not stated)
 : -0.73 | -0.59 | -30
> COc1ccc(-c2cc(C(F)F)n3ncc(C(=O)N4CCc5ccccc54)c3n2)cc1
 : x | x | -107
> Cc1ccccc1NS(=O)(=O)c1cc(C(=O)NCCSC2CCCCC2)ccc1C
 : -0.78 | 0.33 | x
> FC(F)(F)c1cccc(NC(=S)NC(c2ccccc2)c2ccccc2)c1
 : -0.42 | -0.15 | -43
> CC1Cn2c(nnc2-c2ccccc2O)S1 (configuration not stated)
 : -0.23 | -0.81 | x
> CN(C)CCNC(=O)COc1cccc(Cl)c1
 : 0.23 | -0.08 | x
> O=C(c1ccc2c(=O)n(C3CCCC3)c(=S)[nH]c2c1)N1CCN(C2CCCCC2)CC1
 : -1.2&-1.1 | -0.75&-0.54 | x
> Cc1ccccc1-c1nc(CS(=O)(=O)CC(=O)N2CCc3ccccc3C2)c(C)o1
 : -1.5 | -0.03 | x
> COc1ccc(F)cc1S(=O)(=O)N1CCCN(S(=O)(=O)c2cc(F)ccc2OC)CC1
 : 0.62 | 1.1 | u
> Cc1c(C(=O)O)sc2nc3n(c(=O)c12)CCC3
 : x | x | 0
> COc1ccccc1OCc1ccc(C(=O)N2CCN(C)CC2)o1
 : 0.86 | 0.24 | 13
> CC(C)COP(=O)(OCC(C)C)C(Nc1ccccc1)c1ccc(F)cc1 (configuration not stated)
 : -0.83 | -0.58 | -52
> COc1ccc(Oc2ccccc2/C=C/C(=O)O)cc1
 : 0.64 | 0.44 | x
> Cc1ccc(NC(=S)NC(=O)/C=C/c2ccc(Cl)cc2)cc1
 : 0.11 | 0.81 | 7
> Cc1ccc2[nH]c(=O)c(CN(CC3COCCO3)C(=O)Nc3ccccc3C)cc2c1 (configuration not stated)
 : x | x | -20

# From PubChem
